Bioassay records from PubChem.
RNase H inhibition: RNase H inhibition, HIV 1 Gag Pol polyprotein, FRET biochemical assay, screening (AID 372). inhibition, % at 10 µM, or IC50 in µM where a hit was titrated. HIV-1 RT RNase H, FRET RNA/DNA substrate fluorescence; higher % means a stronger effect. actives 0.77% (n = 100,000); in the data active means inhibition above about 50%
Active calls of the source: *. An excerpt (hit frequency here may not be typical).

`COC(=O)c1c(C)oc2ccc(OCc3cccc(Br)c3)cc12` gave RNase H inhibition 2%.
`COc1cc(C2=N/C(=C\c3ccc(Br)cc3)C(=O)O2)cc(OC)c1OC` gave RNase H inhibition 8%.
For Cc1ccccc1NCC(=O)N/N=C\c1cccnc1 the results were RNase H inhibition 15%.
`Cc1cccc(N2C(=O)c3c(Cl)c(Cl)c(Cl)c(Cl)c3C2=O)n1` gave RNase H inhibition 6%.
For CCSc1nnc(NC(=O)c2ccc(Cl)cc2Cl)s1 the results were RNase H inhibition 6%.
COc1ccc(O)c(/C=N/NC(=O)c2ccccc2Br)c1 was read as RNase H inhibition 7%.
`CCCCOC(=O)c1ccc(NN=c2c(=O)c3ccccc3c2=O)cc1` gave RNase H inhibition 15%.
`CCOc1cc(C2C(C(=O)OC)=C(C)NC3=C2C(=O)CC(c2ccc(Cl)cc2)C3)ccc1O` (stereo not drawn) gave RNase H inhibition 21%.
For CC1(C)CC(=O)C=C(NNC(=O)c2ccccn2)C1 the results were RNase H inhibition 10%.
`NS(=O)(=O)c1ccc(N=Nc2c(-c3ccccc3)[nH]n(-c3nc(-c4ccccc4)cs3)c2=O)cc1` gave RNase H inhibition 13%.
Screening O=C(O)CN1C(=O)c2ccc(C(=O)c3cccc([N+](=O)[O-])c3)cc2C1=O returned RNase H inhibition 9%.
COc1ccc(-c2cc(-c3ccc4ccccc4c3O)[nH]n2)cc1OC was read as RNase H inhibition 19%.
Cc1ccc(NC(=O)/C=C/c2ccc(Cl)cc2)c(C)c1 was read as RNase H inhibition 0%.
Screening CC(=O)N/N=C/c1ccc(OCCOc2ccc(Br)cc2)cc1 returned RNase H inhibition 12%.
`Cc1cc(Cl)ccc1OC(C)C(=O)NCCCn1ccnc1` (stereo not drawn) gave RNase H inhibition 0%.
`C/C(=N\NC(=O)COc1ccccc1[N+](=O)[O-])c1ccc(Cl)cc1` gave RNase H inhibition 13%.
For Cc1ccc(C(=O)N/C(=C\c2ccccc2)C(=O)NCc2ccncc2)cc1 the results were RNase H inhibition 1%.
Screening Cc1ccc(-c2nc3ccccc3s2)cc1NC(=S)NC(=O)c1oc2ccccc2c1C returned RNase H inhibition 17%.
`COc1ccc(/C=C/C(=O)NC(=S)Nc2ccc(S(=O)(=O)N=C(N)N)cc2)cc1` gave RNase H inhibition 57%*.
`Cc1ccc(OCCNC(=O)c2ccc(Br)cc2)cc1` gave RNase H inhibition 0%.

Continued, starting with the last 2 of the part before.
`COc1ccc(/C=C/C(=O)NC(=S)Nc2ccc(S(=O)(=O)N=C(N)N)cc2)cc1` gave RNase H inhibition 57%*.
`Cc1ccc(OCCNC(=O)c2ccc(Br)cc2)cc1` gave RNase H inhibition 0%.
Screening O=C(NCC1OCCc2ccccc21)c1ccccc1Cl (stereo not drawn) returned RNase H inhibition 6%.
Screening Nc1nnc(CC(=O)N/N=C/c2cccc(Cl)c2)s1 returned RNase H inhibition 7%.
For CCCN/N=C/c1c(C)[nH]n(-c2ccccc2)c1=O the results were RNase H inhibition 5%.
`CCOC(=O)CCCN1C(=O)/C(=C/c2ccccc2)SC1=S` gave RNase H inhibition 21%.
O=C(CNc1cccc(Cl)c1)c1ccc([N+](=O)[O-])cc1 was read as RNase H inhibition 16%.
`O=C(NCC1CCCO1)c1cc2n(n1)C(C(F)(F)F)CC(c1ccco1)N2` (stereo not drawn) gave RNase H inhibition 6%.
For COc1cc(/C=N/N(C)c2ccccc2)ccc1O the results were RNase H inhibition 26%.
Cc1ccc(OCC(=O)NCc2ccccc2Cl)c(Br)c1 was read as RNase H inhibition 27%.
Screening Cc1ccc(C)c(N=Cc2ccc([N+](=O)[O-])o2)c1 returned RNase H inhibition 14%.
COc1ccc(OC)c(CN2CCN(Cc3ccccc3C)CC2)c1 was read as RNase H inhibition 11%.
For COc1ccccc1NC(=O)c1ccc(Br)o1 the results were RNase H inhibition 3%.
Cc1oc(C)c(C(=O)O)c1CSc1ccccc1C(=O)O was read as RNase H inhibition 0%.
`O=C(COc1ccc(Cl)cc1Br)N/N=C/C=N/NC(=O)COc1ccc(Cl)cc1Br` gave RNase H inhibition 6%.
`COc1ccc(Cl)cc1/C=C1/C(=O)NC(=O)N(c2ccccc2F)C1=O` gave RNase H inhibition 3%.
O=C1/C(=C\c2cccs2)SC(=S)N1c1cccc(Br)c1 was read as RNase H inhibition 24%.
Screening N#CSCCCCOc1ccccc1F returned RNase H inhibition 0%.
For O=C(Nc1ccc(F)c(Cl)c1)c1ccncc1 the results were RNase H inhibition 7%.
Cc1ccc(NC(=O)COc2ccccc2)c(C)c1 was read as RNase H inhibition 7%.
O=CC(C=Nc1ccc(Cl)cn1)[N+](=O)[O-] (stereo not drawn) was read as RNase H inhibition 4%.
O=C(NCCN1CCOCC1)c1cnn2c1NC(c1cccs1)CC2C(F)(F)F (stereo not drawn) was read as RNase H inhibition 11%.
For COc1ccc(CN2CCCN(C)CC2)cc1OC the results were RNase H inhibition 10%.
Screening COc1cc(/C=N/NC(=O)Cc2ccc(Cl)cc2)cc(Br)c1O returned RNase H inhibition 17%.
`CCCOc1cccc(C(=O)Nc2ccc(Br)cc2F)c1` gave RNase H inhibition 3%.
CCOC(=O)C1C(=O)C=C(c2ccc(OC)cc2)CC1c1ccccc1 (stereo not drawn) was read as RNase H inhibition 13%.
O=C(c1ccccc1)c1ccc2c(c1)C(=O)N(c1ccccc1C(=O)O)C2=O was read as RNase H inhibition 2%.
N/C(=N\OC(=O)c1ccccc1[N+](=O)[O-])c1ccncc1 was read as RNase H inhibition 0%.
Screening O=C(/C=C/c1ccc(Cl)cc1)Nc1cccc(NC(=O)c2ccccc2Cl)c1 returned RNase H inhibition 0%.
For O=C(Nc1nc(-c2ccccc2)cs1)C(c1ccccc1)c1ccccc1 the results were RNase H inhibition 17%.
CCCCOC(=O)C1=C(C)N(C)C(=O)NC1c1cc2c(cc1[N+](=O)[O-])OCO2 (stereo not drawn) was read as RNase H inhibition 2%.
For CCCOC(=O)C1=C(C)NC2=C(C(=O)CC(C)(C)C2)C1c1ccc(O)c([N+](=O)[O-])c1 (stereo not drawn) the results were RNase H inhibition 7%.
`COc1ccc(OCCOc2ccc(C=C3C(=O)N(C)C(=O)N(C)C3=O)cc2)cc1` gave RNase H inhibition 11%.
COc1ccc(CCNC(=O)c2ccc(C)c([N+](=O)[O-])c2)cc1OC was read as RNase H inhibition 10%.
For O=C(/C=C/c1ccc(Cl)cc1)N1CCN(C(c2ccccc2)c2ccccc2)CC1 the results were RNase H inhibition 1%.
`O=C(C1=C(O)C(=O)N(c2ccc(Cl)cc2)C1c1ccc([N+](=O)[O-])cc1)c1nccs1` (stereo not drawn) gave RNase H inhibition 0%.
COc1cc2c(cc1CN1CCN(C(=O)CC(C)C)CC1)OCO2 was read as RNase H inhibition 0%.
Screening NC(=O)c1ccc(NC(=O)CN(c2ccc(F)cc2)S(=O)(=O)c2ccccc2)cc1 returned RNase H inhibition 8%.
C=CCN1C(=O)C(O)=C(C(C)=O)C1c1ccccc1F (stereo not drawn) was read as RNase H inhibition 9%.
`Cc1cc(N(C)/N=C/c2ccccc2O)nc(-c2ccccc2O)n1` gave RNase H inhibition 8%.
CN(C)c1cc(N/N=C/c2ccc([N+](=O)[O-])cc2)nc(N(C)C)n1 was read as RNase H inhibition 11%.
Screening COc1ccc(OC)c(/C(C)=N\NC(=O)c2cccnc2)c1 returned RNase H inhibition 9%.

A portion from the list above, as a working copy:
COc1cc2c(cc1CN1CCN(C(=O)CC(C)C)CC1)OCO2 was read as RNase H inhibition 0%.
Screening NC(=O)c1ccc(NC(=O)CN(c2ccc(F)cc2)S(=O)(=O)c2ccccc2)cc1 returned RNase H inhibition 8%.
C=CCN1C(=O)C(O)=C(C(C)=O)C1c1ccccc1F (stereo not drawn) was read as RNase H inhibition 9%.
`Cc1cc(N(C)/N=C/c2ccccc2O)nc(-c2ccccc2O)n1` gave RNase H inhibition 8%.
CN(C)c1cc(N/N=C/c2ccc([N+](=O)[O-])cc2)nc(N(C)C)n1 was read as RNase H inhibition 11%.

A draw from above in order of length of the SMILES, ascending.
For COc1ccc(CN2CCCN(C)CC2)cc1OC the results were RNase H inhibition 10%.
Screening COc1ccc(OC)c(/C(C)=N\NC(=O)c2cccnc2)c1 returned RNase H inhibition 9%.
COc1ccc(CCNC(=O)c2ccc(C)c([N+](=O)[O-])c2)cc1OC was read as RNase H inhibition 10%.
`COc1ccc(OCCOc2ccc(C=C3C(=O)N(C)C(=O)N(C)C3=O)cc2)cc1` gave RNase H inhibition 11%.

Continuation.
For O=[N+]([O-])c1ccc(/C=C/c2ccc(N=Cc3cc(Br)cc(Br)c3O)cc2)cc1 the results were RNase H inhibition 8%.
Screening Cc1ccc(OCCCCCN2CCCCC2)c(C)c1 returned RNase H inhibition 5%.
Screening O=C1/C(=C\c2ccc(-c3ccc([N+](=O)[O-])cc3Br)o2)SC(=S)N1c1ccccc1 returned RNase H inhibition 2%.
Screening NS(=O)(=O)c1ccc(CCNC2CC(=O)N(c3ccc(I)cc3)C2=O)cc1 (stereo not drawn) returned RNase H inhibition 3%.
Screening CC(C)(C)C1(C)N=C(c2ccccc2)OC(c2ccccc2)=N1 returned RNase H inhibition 6%.
O=C(Nc1ccc(NC(=O)c2cccc(F)c2)cc1)c1ccc(Br)cc1 was read as RNase H inhibition 9%.
For CCCc1c(C)nc2ccc(C(=O)OCC)cc2c1Cl the results were RNase H inhibition 8%.
COc1cc2cc(C(N)=O)c(N)nc2cc1OC was read as RNase H inhibition 4%.
COc1cc(/C=C2\C(=O)NC(=S)N(c3ccc(Cl)cc3)C2=O)cc(Br)c1OC was read as RNase H inhibition 0%.
Cc1ccc(OCc2nnc(N)s2)cc1 was read as RNase H inhibition 0%.
`CCc1ccccc1NC(=O)CN(c1ccc(C(C)C)cc1)S(=O)(=O)c1ccccc1` gave RNase H inhibition 11%.
Screening COCCC[n+]1c(C)n(C)c2cc(Cl)ccc21 returned RNase H inhibition 8%.
`CC(C)COc1ccc2[nH]c3c(c2c1)CCC/C3=N\N` gave RNase H inhibition 2%.
Screening CCOc1ccccc1C(=O)N/N=C/c1ccc([N+](=O)[O-])cc1 returned RNase H inhibition 7%.
`CCCSC1=C(C#N)C(c2ccccc2Cl)C(C(=O)Nc2ccccc2C)=C(C)N1` (stereo not drawn) gave RNase H inhibition 11%.
Cc1ccc(-c2nc3ccccc3o2)cc1NC(=S)NC(=O)c1ccco1 was read as RNase H inhibition 14%.
For CCc1ccccc1NC(=O)c1c(NC(=O)c2ccco2)sc2c1CCCC2 the results were RNase H inhibition 10%.
`O=C(Nc1cccc(Cl)c1)/C(=C\c1ccco1)NC(=O)c1cccs1` gave RNase H inhibition 17%.
`CCOc1ccc(N(CC(N)=O)S(C)(=O)=O)cc1` gave RNase H inhibition 0%.
Screening Cc1ccc(NC(=O)c2ccc(Br)cc2)cc1C returned RNase H inhibition 1%.
Screening CCOc1cc(OCC)cc(C(=O)Nc2cccc([N+](=O)[O-])c2)c1 returned RNase H inhibition 13%.
Screening CCCC(=O)Nc1ccc(NC(=O)c2ccccc2)cc1 returned RNase H inhibition 8%.
CCOC(=O)C1C(=O)CC(C)(O)C(C(=O)OCC)C1c1cccc(OC)c1 (stereo not drawn) was read as RNase H inhibition 3%.
Screening CC(C)(C)NC(=O)c1cccc(N2C(=O)c3cccc([N+](=O)[O-])c3C2=O)c1 returned RNase H inhibition 19%.
Cc1ccc(C2CC(C(F)(F)F)n3nc(C(=O)NC(C)C)cc3N2)cc1 (stereo not drawn) was read as RNase H inhibition 11%.
`CCOc1cccc(OCCOCCOc2cc(C)ccc2C)c1` gave RNase H inhibition 23%.
COc1ccc(N2C(=O)/C(=C\c3ccc(OC(=O)c4cccs4)c(OC)c3)SC2=S)cc1 was read as RNase H inhibition 3%.
CCOc1cccc2c1N(C(C)=O)C(C)(C)C1=C2C2(SC(C(=O)OC)=C(C(=O)OC)S2)C(C(=O)OC)=C(C(=O)OC)S1 was read as RNase H inhibition 4%.
`CC(=O)N1CCN(c2cc(N3CCCC3)c(F)cc2[N+](=O)[O-])CC1` gave RNase H inhibition 15%.
O=C(c1cc(-c2ccc(Br)cc2)nc2ccccc12)N1CCCCC1 was read as RNase H inhibition 4%.
COc1ccc(NC(=O)/C=C/c2cccc([N+](=O)[O-])c2)cc1 was read as RNase H inhibition 3%.
`COc1ccc(CCN2C(=O)/C(=C/c3ccc(C)cc3)SC2=S)cc1OC` gave RNase H inhibition 15%.
CC(=O)C1(C)N(O)C(C)(C)C(c2ccc(Cl)cc2)=[N+]1[O-] (stereo not drawn) was read as RNase H inhibition 3%.
`COc1ccc(CNCc2ccc3ccccc3c2)cc1OC` gave RNase H inhibition 13%.
`COc1cc(C(=O)N/C(=C/c2ccc(F)cc2)C(=O)NC(C)C(=O)O)cc(OC)c1OC` (stereo not drawn) gave RNase H inhibition 10%.
Screening Cc1c(NC(=O)c2ccco2)cccc1-c1nc2ncccc2o1 returned RNase H inhibition 6%.
`Fc1ccc(CN2CCN(c3cccc(C(F)(F)F)c3)CC2)cc1Br` gave RNase H inhibition 0%.
`CCC(=O)c1ccc(OC(=O)c2cc(OC)c(OC)c(OC)c2)cc1` gave RNase H inhibition 4%.
Screening Cc1onc(-c2c(Cl)cccc2Cl)c1C(=O)Nc1cccc(C(F)(F)F)c1 returned RNase H inhibition 20%.
For CCCCOC(=O)c1cccc(NC(=O)c2c(-c3ccccc3Cl)noc2C)c1 the results were RNase H inhibition 18%.
`COc1cc(OC)c(/C=N/n2c(C)nnc2C)c(OC)c1` gave RNase H inhibition 6%.
Screening O=C(/C=C/c1cc(Br)cs1)Nc1cccc(C(F)(F)F)c1 returned RNase H inhibition 5%.
`Cc1nc(N/N=C\c2ccc(Br)cc2)cc(-c2ccccc2)n1` gave RNase H inhibition 15%.
For COc1ccc(N2C(=O)c3ccccc3C2=O)cc1NC(=O)c1ccc(Cl)cc1Cl the results were RNase H inhibition 0%.
`C=CCc1cc(/C=C2\C(=O)NC(=O)N(c3cccc(F)c3)C2=O)cc(OCC)c1O` gave RNase H inhibition 14%.

Pulled by structure from the list above (three):
Screening O=C(/C=C/c1cc(Br)cs1)Nc1cccc(C(F)(F)F)c1 returned RNase H inhibition 5%.
For COc1ccc(N2C(=O)c3ccccc3C2=O)cc1NC(=O)c1ccc(Cl)cc1Cl the results were RNase H inhibition 0%.
`Cc1nc(N/N=C\c2ccc(Br)cc2)cc(-c2ccccc2)n1` gave RNase H inhibition 15%.
